Source: PubChem
PvdQ acylase – blocks Pseudomonas aeruginosa PvdQ acylase activity; inhibition, % at 10 µM; 0.063% of 340,000 active; purified PvdQ acylase, fluorescence plate reader; in the data active = inhibition above about 30%, passing the limit was not always enough; inconclusive = no clear call, values can overlap the other calls;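 also: 0% = vehicle neutral wells and 100% = reference inhibitor wells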
Wnt bcat act – activators of Wnt/beta-catenin signaling | Wnt/beta-catenin reporter cell assay, activator, plate reader | activation, % at 9.35 µM | 1.2% of 300,000 active | AID 743398; in the data active = activation above about 30%, passing the limit was not always enough; inconclusive = no clear call, values can overlap the other calls;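 also: 0% = neutral control wells and 100% = positive control wells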
DAGLB inhibitor – blocks human DAGLB lipase activity. HEK293T DAGLB membrane lysate, EnzChek fluorogenic substrate. inhibition, % at 5.17 µM. Q8NCG7. 0.059% of 340,000 active; in the data active = inhibition above about 34%;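 also: 0% = enzyme with vehicle and 100% = wells lacking enzyme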
Target sequence (Q8NCG7 whole entry, looked up): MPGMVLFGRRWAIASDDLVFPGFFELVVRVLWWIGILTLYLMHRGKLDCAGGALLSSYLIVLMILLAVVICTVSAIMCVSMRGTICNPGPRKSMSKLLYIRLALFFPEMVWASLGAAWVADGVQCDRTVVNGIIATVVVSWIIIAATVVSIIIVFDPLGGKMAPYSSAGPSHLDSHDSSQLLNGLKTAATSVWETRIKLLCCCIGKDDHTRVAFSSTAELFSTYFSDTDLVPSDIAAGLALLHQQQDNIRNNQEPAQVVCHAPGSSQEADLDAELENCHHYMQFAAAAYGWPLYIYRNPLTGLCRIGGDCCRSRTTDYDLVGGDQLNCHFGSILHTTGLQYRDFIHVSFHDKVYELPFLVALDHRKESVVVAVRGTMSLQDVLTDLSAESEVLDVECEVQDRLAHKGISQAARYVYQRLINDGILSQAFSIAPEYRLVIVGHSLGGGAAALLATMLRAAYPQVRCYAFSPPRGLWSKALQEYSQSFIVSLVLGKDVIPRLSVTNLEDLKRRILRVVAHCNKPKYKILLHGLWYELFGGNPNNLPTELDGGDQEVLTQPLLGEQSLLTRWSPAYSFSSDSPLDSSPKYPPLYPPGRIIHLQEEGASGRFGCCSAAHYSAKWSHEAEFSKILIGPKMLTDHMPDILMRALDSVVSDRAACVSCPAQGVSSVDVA
CAL PDZ FP – blocks peptide binding to human CAL PDZ domain; Q9HD26; inhibition, % at 20 µM; 0.02% of 330,000 active; purified CAL PDZ, TMR-peptide fluorescence polarization, 1 h; AID 504414;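 active = highest replicate inhibition of at least 40%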;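 also: plate controls were DMSO neutral control wells for no effect and unlabeled competitor peptide control wells for full effect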
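Assay system – tagged CAL PDZ protein CerCALP, purified · Timing – 1 h at RT · Compound – single point, 20 µM · Measured by – fluorescence polarization from S- and P-plane intensities, G-factor corrected · Evaluation – inhibition from polarization loss · Probe or stimulus – TMR reporter peptide T*-PRC34 · Buffer or medium – pH 7.4 phosphate-saline buffer, reducing agent, detergent, IgG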
phage Ecoli inh – E. coli growth loss with phage present | 0.26% of 360,000 active | growth absorbance | inhibition, % at 11.9 µM; in the data active = inhibition above about 11%
Tat export inh – inhibitors of E. coli Tat protein transport. AID 488895. E. coli MC4100 TorA-mCherry Tat export, fluorescence. inhibition, % at 10 µM. 0.036% of 340,000 active;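 active = mean replicate inhibition at least 50% and at least half of replicates individually reaching 50%; inconclusive = only one of the two criteria met; inactive = neither criterion met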;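 also: exported cargo escapes ClpAP degradation while cytoplasmic cargo is degraded and loses fluorescence; 0% = median of neutral control wells and 100% = median of NaSCN control wells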
Ecoli viability – counter-screen for AddAB inhibitors: E. coli growth inhibition. 0.27% of 330,000 active. AID 449728. inhibition, % at 11.9 µM. E. coli V3065 growth, OD600 absorbance, 18 h;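 active = inhibition above the campaign's mean inhibition across all tested compounds plus 3 SD, cut at about 9.9% in these data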;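 also: uninfected addAB+ strain grown without phage in ampicillin broth; 0% = DMSO wells and 100% = ciprofloxacin 0.95 µg/ml wells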
PfHsp90 set2 – inhibits growth of yeast expressing Plasmodium falciparum Hsp90 | 0.32% of 310,000 active | S. cerevisiae expressing PfHsp90, BacTiter-Glo ATP, 48 h; yeast lacking PDR1 and PDR3 efflux regulators | inhibition, % at 9.4 µM;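 active = every replicate shows inhibition above about 80%, whatever the replicate mean, limit read from the data; inconclusive = mean inhibition reaches the set limit but some replicate falls short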;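 also: 0% = DMSO neutral controls and 100% = 20 µM radicicol positive controls; yeast relying on Plasmodium falciparum Hsp90 in place of its own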
AddAB inh – less growth of phage-infected E. coli with AddAB; E. coli expressing H. pylori AddAB, absorbance growth; inhibition, % at 11.9 µM; 0.29% of 330,000 active; AID 435030; in the data active = inhibition above about 12%;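 also: 0% = vehicle wells of infected cells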
Rtt109 Vps75 – blocks Candida albicans Rtt109/Vps75 acetyltransferase activity; Q5AAJ8; inhibition, % at 34.9 µM; 0.16% of 330,000 active; AID 540336; purified Rtt109/Vps75, ThioGlo CoA-SH fluorescence, 4 h;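 active = inhibition of at least 50% in every replicate; inconclusive = best replicate reaches 50% inhibition but some replicates fall short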
Target sequence (Q5AAJ8 whole entry, looked up): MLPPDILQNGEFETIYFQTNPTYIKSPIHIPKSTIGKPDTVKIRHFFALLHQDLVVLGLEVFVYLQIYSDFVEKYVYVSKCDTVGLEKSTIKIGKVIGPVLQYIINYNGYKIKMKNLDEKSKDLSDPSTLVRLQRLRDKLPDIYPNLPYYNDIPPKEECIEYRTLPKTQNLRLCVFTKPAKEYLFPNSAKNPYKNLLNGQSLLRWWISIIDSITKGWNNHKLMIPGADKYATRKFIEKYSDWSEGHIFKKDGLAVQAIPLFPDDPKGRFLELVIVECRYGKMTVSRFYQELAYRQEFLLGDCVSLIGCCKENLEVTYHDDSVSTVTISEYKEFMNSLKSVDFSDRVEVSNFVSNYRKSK
* hit, by the source's call; ? = inconclusive; / = not tested or not shown.

SMILES	PvdQ acylase	Wnt bcat act	DAGLB inhibitor	CAL PDZ FP	phage Ecoli inh	Tat export inh	Ecoli viability	PfHsp90 set2	AddAB inh	Rtt109 Vps75
CCOc1ccc(Cl)cc1S(=O)(=O)NCc1cccnc1	-2	-2	-2	-1.8	2.8	2	-4.2	/	-0.7	-9
COc1ccc(/C=C2\SC(=S)N(CC(=O)OCC(=O)Nc3ccc(C)cc3Cl)C2=O)cc1	7	2	-1	-2.0	-3.1	-8	1.4	/	2.4	23
COc1ccc(C(NC(=O)CN2C(=O)NC3(CCc4ccccc43)C2=O)c2ccc(OC)cc2)cc1 (configuration not stated)	-12	0	-2	-2.9	1.3	-1	/	/	/	33
CCOC(=O)c1ccc(NC(=O)c2nn(C)cc2Br)cc1	7	1	-4	-0.7	3.2	2	-0.8	-24	2.9	13
O=C(Nc1nc(=O)n(C(=O)c2cccc(C(F)(F)F)c2)s1)c1ccccc1	-2	0	3	-3.3	1.7	4	-0.7	7	0.7	2
COc1cccc(OCc2nnc(SCC(=O)NCc3ccco3)n2CCc2ccccc2)c1	-7	-8	3	-1.3	1.8	16	-1.9	5	0.9	29
Cc1ccc(CN(Cc2cc3cccc(C)c3[nH]c2=O)C(=S)NCCCN(C)C)cc1	9	-2	0	-1.3	2.6	-6	-0.2	7	1.4	11
Cc1ccc(NC(=O)C2COc3ccccc3O2)cc1C (configuration not stated)	-9	/	-24	17	/	-3	1.6	-8	1.0	1
CCC(=O)Nc1cc(C(=O)OC(C(=O)c2ccc(C)c(C)c2)c2ccccc2)ccc1C (configuration not stated)	13	/	0	-0.1	0.9	8	-0.1	-11	0.0	8
COc1ccc(Br)c(C(=O)Nc2cccc(S(=O)(=O)N3CCOCC3)c2)c1	8	-2	-1	0.0	-0.2	2	1.6	-1	2.2	6
O=C(N/C(=C\c1ccccc1)C(=O)N1CCOCC1)c1cccc(Br)c1	-4	-1	-2	-1.2	2.3	-3	-3.0	-9	-3.9	0
Cc1ccc(C)c(NC(NC(=O)c2cccnc2)C(Cl)(Cl)Cl)c1 (configuration not stated)	6	-1	0	-2.6	-1.2	-10	-2.5	6	-0.3	15
COc1ccc(NS(=O)(=O)c2cc(S(C)(=O)=O)ccc2C)cc1	6	10	0	-1.1	2.2	-6	-2.2	-4	3.4	33
Cc1ccc2nc(NC(=O)C3CCCN(S(=O)(=O)c4cnc[nH]4)C3)sc2c1 (configuration not stated)	-18	-4	2	-1.1	0.0	9	0.1	-3	3.9	-2
Cc1ccnc(NC(=O)c2ccc3c(c2)NC(=O)C(C)S3)c1 (configuration not stated)	-10	?	2	-0.7	0.4	-3	0.3	-1	0.8	0
CCN1C(=O)/C(=C/C=C2/SCCN2C)SC1=S	10	3	-7	0.3	1.3	4	0.7	1	4.0	-8
COc1cc(OC)cc(C(=O)Nc2cccc3nc(C)ccc23)c1	-16	0	1	-0.5	-0.4	-2	/	20	/	-2
COc1cc(C2C3=C(COC3=O)Oc3cc4c(cc32)OCO4)ccc1OC(C)=O (configuration not stated)	-21	-8	-4	-0.2	1.3	-2	/	-22	/	-2
CCO[C@H]1OC(C(=O)N2CCCCCCC2)=C[C@@H](c2ccccc2)[C@@H]1CCCO	-10	-1	-2	-0.1	1.8	14	0.7	16	2.1	0
CCn1cc(S(=O)(=O)Nc2cc(C(=O)OC)ccc2C)cn1	-10	-1	2	-0.3	1.8	-4	0.9	2	-0.4	-7
S=C(NCCc1ccccc1)NCc1cccc(Cl)c1	-6	/	-8	0.5	/	1	1.2	-18	2.6	0
O=C(N/N=C/c1cccc(OCc2ccccc2)c1)c1cccs1	-7	39*	-4	-4.6	2.1	-1	-0.5	12	0.3	0
O=c1c2ccc(Cl)cc2nc(-c2cccc(C(F)(F)F)c2)n1O	-6	/	1	-0.8	11*	-4	11*	-104	12*	-10
CCCCCCCCC(=O)NNC(=O)c1c(O)c2ccccc2n(CC)c1=O	-5	-2	-4	-0.2	0.5	7	0.6	6	0.7	3
CCN(CC)CCCNC(=O)c1nn(-c2ccccc2OC)c(=O)c2ccccc12	-6	/	-2	1.2	2.2	-7	2.5	-14	4.6	-1
O=C(NCCc1ccccc1)c1ccccc1NC(=O)C1CC=CCC1C(=O)O (configuration not stated)	2	21	0	0.3	3.7	-7	-1.6	1	2.4	0
COC(=O)NC(NC(=S)Nc1ccccc1OC)C(Cl)(Cl)Cl (configuration not stated)	-12	0	0	-1.3	4.1	-1	1.9	-49	2.6	-13
COC(=O)c1ccccc1NC(=O)CN1CCC(NC(=O)c2ccc(C)cc2)CC1	?	0	-1	-2.6	2.2	-1	-0.6	/	-0.5	1
COc1ccc(NC(=O)CCN2CCN(S(=O)(=O)c3ccc(C(C)C)cc3)CC2)cc1	-10	0	-2	-3.8	-0.7	4	-0.9	15	3.8	0
Nc1nnnn1CC(=O)N/N=C/c1cccs1	-13	-5	-1	-3.5	0.2	3	1.2	-2	-1.1	-6
CC(C)(C)c1ccc2c(c1)OCC(C(=O)O)O2 (configuration not stated)	-14	/	1	-0.5	2.0	2	0.2	-16	0.5	-25
Cc1nc(C(=O)NC2CCOCC2)sc1C1(C)CC(c2cccc([N+](=O)[O-])c2)=NO1 (configuration not stated)	0	1	0	-0.6	4.3	2	-1.0	-7	1.4	8
Cc1cc(C)c(C#N)c(Sc2ccc(N)cc2)n1	-1	-4	1	-0.2	3.2	5	0.3	23	4.1	0
COc1ccc(-c2nc3ccccc3c(=O)o2)cc1OC	-16	/	0	-6.1	0.6	-1	-2.3	-15	-2.2	-2
Cc1cccc(C(=O)OCC(=O)N2CCC(c3ccccc3)=N2)c1O	7	-4	-4	-0.4	1.9	-6	-1.7	0	1.0	-4
CCCCn1c(N)c(-c2nc3ccccc3s2)c2c([N+](=O)[O-])nn(C)c(=O)c21	-9	/	1	-1.8	0.5	-3	-1.7	-2	1.9	-16
COC(=O)[C@]1(Cc2ccccc2)N[C@H](CN(C)C(=O)Nc2ccc(OC)cc2)[C@@H]2C(=O)N(Cc3ccccc3)C(=O)[C@@H]21	6	-1	-1	-0.5	2.6	1	-0.5	-2	1.3	0
COc1ccc(C(=O)NC(=S)NCc2cccnc2)cc1Cl	-10	-2	-1	-0.9	-2.6	-4	-1.1	-30	-1.5	-1
COc1ccccc1Nc1nc(-c2sc(NC(=O)c3ccccc3)nc2C)cs1	-14	2	4	0.8	1.3	-1	0.9	22	3.6	5
CN(Cc1cnn(C)c1)C(=O)c1cc2ccccc2oc1=O	-17	/	0	-1.9	0.8	0	-0.7	6	-0.3	-11
CCn1c(SC)nnc1-c1sc2cc(Cl)ccc2c1Cl	-2	1	-2	-2.3	-0.6	-15	1.0	24	-1.8	2
O=S(=O)(c1ccc2c(c1)OCCO2)N1C[C@@H]2C[C@H]1CN2S(=O)(=O)c1c(F)cccc1F	-9	1	-2	-0.3	0.2	-5	0.4	9	4.4	-11
Cc1cc(N2CCOCC2)nc2ccc(NC(=O)CCC(=O)N3CCCC(C)C3)cc12 (configuration not stated)	9	12	1	-0.3	3.3	-3	0.2	7	-1.0	1
COC(=O)C1=C(C)N(Cc2ccccc2)C(=NCc2ccccc2)N[C@H]1c1ccccc1	-10	-5	-1	-1.1	2.4	-35	1.0	-8	1.1	25
COc1ccc(C2=NN(C(=O)CSc3ncccn3)C(c3cccc(OC)c3OC)C2)cc1 (configuration not stated)	-14	-1	-3	0.3	3.4	-3	-1.4	1	0.2	5
CC1CCCN(C(=O)NC(=O)c2ccc(Cl)cc2)C1 (configuration not stated)	-14	3	1	-2.1	2.1	1	0.8	11	-0.8	-6
CCCC(=O)Nc1ccc(C(=O)Nc2cccc(OC)c2)cc1	-4	21	1	-0.4	5.6	1	-0.3	8	3.8	6
CCSc1ccc([C@@H]2[C@@H]3C(=O)N(C)C(=O)[C@@H]3[C@]3(C(=O)OC)CCCCN23)cc1	2	-6	-6	1.1	1.2	3	0.9	16	1.0	10
CN(CCc1ccccn1)C(=S)Nc1cccc(S(=O)(=O)N(C)C)c1	-4	0	-2	-1.3	1.3	-4	0.8	-5	3.4	2
O=C(CSc1nnnn1-c1ccccc1)NCC1(N2CCOCC2)CCCCC1	-15	-3	-2	-1.1	1.9	-1	-1.1	18	1.4	-4

The listing continues:
SMILES	PvdQ acylase	Wnt bcat act	DAGLB inhibitor	CAL PDZ FP	phage Ecoli inh	Tat export inh	Ecoli viability	PfHsp90 set2	AddAB inh	Rtt109 Vps75
Cc1ccccc1-c1ncc(CN2CCN(C3CCCCC3)C(CCO)C2)cn1 (configuration not stated)	-8	-2	-4	-1.0	0.5	9	1.1	-6	-1.7	0
CCOc1ccc(N=C2NC(=O)C(CC(=O)O)S2)cc1 (configuration not stated)	-8	-1	4	0.3	1.5	3	2.4	18	2.7	10
Cc1n(Cc2ccccc2)c2cc([N+](=O)[O-])ccc2[n+]1Cc1ccccc1	-10	-1	3	/	2.1	4	-1.0	6	4.0	-5
Clc1ccc(CSc2nnc(-c3cccnc3)o2)cc1	8	-2	-4	-0.5	0.8	-9	-0.4	-21	0.9	0
C=Cn1cc[n+](CC(=O)c2cc(C(C)(C)C)c(O)c(C(C)(C)C)c2)c1	-6	1	-1	-1.6	-0.6	-11	-0.3	9	4.2	-1
COc1cc(C(=S)N2CCOCC2)cc(OC)c1OC(=O)c1cccc(C)c1	1	-2	-3	-0.4	1.8	-10	-0.1	-5	1.1	-4
COCCSc1ccccc1C(=O)N1CCN(c2ccccc2OC)CC1	-18	-1	-1	-0.2	1.2	4	-0.8	1	0.8	-8
Cc1cc(O)c(C(=O)/C=C/c2c(F)c(F)c(F)c(F)c2F)c(=O)o1	-3	6	8	-0.8	2.0	18	-1.3	-4	-1.4	-20
O=C(c1ccc(Cl)c(S(=O)(=O)N2CCOCC2)c1)N1CCCCC1	-1	1	0	-0.6	3.0	-1	0.8	6	2.3	-1
C/C(=N\NC(=O)COc1ccc(C)cc1[N+](=O)[O-])c1ccc2c(c1)OCCO2	-6	4	-1	-1.4	1.4	-10	1.0	-1	0.3	0

A few values from the results shown.
`Cc1ccccc1-c1ncc(CN2CCN(C3CCCCC3)C(CCO)C2)cn1` (configuration not stated) | Tat export inh = 9
`COc1cc(C(=S)N2CCOCC2)cc(OC)c1OC(=O)c1cccc(C)c1` | PvdQ acylase = 1
`CCOc1ccc(N=C2NC(=O)C(CC(=O)O)S2)cc1` (configuration not stated) | CAL PDZ FP = 0.3

The listing continues:
SMILES	PvdQ acylase	Wnt bcat act	DAGLB inhibitor	CAL PDZ FP	phage Ecoli inh	Tat export inh	Ecoli viability	PfHsp90 set2	AddAB inh	Rtt109 Vps75
Cc1sc2nc(-c3ccco3)oc(=O)c2c1C	-9	/	-4	-0.4	-1.9	-6	2.2	14	1.7	9
COc1ccc2cc(Br)ccc2c1CC(=O)N(C)C	-3	-1	-2	-18	1.4	0	2.0	-21	-0.2	3
COCCN(C(=O)c1ccc(NC2CC2)c([N+](=O)[O-])c1)c1c(N)n(CC(C)C)c(=O)[nH]c1=O	-6	1	3	1.1	3.6	-2	0.7	-20	1.6	6
CC(=O)Nc1ccc(S(=O)(=O)n2nc(C)cc2C)cc1	-6	/	0	-0.4	2.9	-1	1.9	-4	0.2	5
O=C(NCc1ccco1)c1cc(-c2ccc3c(c2)OCO3)on1	1	/	-2	-2.3	4.1	-8	-0.6	-15	0.8	-21
